Yp Topo-I inh = blocks Yersinia pestis topoisomerase I activity | Y. pestis Topo-I cleavage product accumulation, plate reader | activity, % at 10 µM | AID 504884 | 360,000 compounds, 0.064% hits; in the data active means activity above about 50%, passing the limit was not always enough; inconclusive means no clear call, values can overlap the other calls; further: inactives centre near 2
BoNT-A LC inh2 = BoNT A light chain protease inhibition; multiplex microsphere protease substrate cleavage, flow cytometry; inhibition, % at 10 µM; 360,000 compounds, 0.17% hits; AID 588499; further: plate controls were buffer without enzyme for full effect and enzyme alone for no effect
Vc quorum ag = inducers of Vibrio cholerae quorum light production without autoinducers. V. cholerae BH1578 lux reporter, luminescence, 6 h. activation, % at 18.7 µM. 350,000 compounds, 0.16% hits. AID 588436; in the data active means activation mostly above about 9.7%, no sharp cut-off; inconclusive means no clear call, values can overlap the other calls; inactive means mostly below about 3.7%; further: not every result past the cut was called active; inactives centre near 0; reference of the scale not given here
PfHsp40 yeast = compounds rescuing yeast from Plasmodium falciparum HSP40 toxicity; S. cerevisiae expressing PfHsp40, growth rescue, ATP luminescence; AID 504582; growth rescue, % at 12.5 µM; 340,000 compounds, 0.68% hits; in the data active means growth rescue above about 28%, passing the limit was not always enough; inconclusive means no clear call, values can overlap the other calls;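 further: yeast W303a lacking pdr1 and pdr3 grown in galactose medium; growth measured after three days at 30 °C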
3CLpro inhibitor = SARS-CoV 3CLpro protease inhibition; P0C6X7; recombinant SARS-CoV 3CLpro, quenched FRET peptide cleavage; inhibition, % at 6 µM; 290,000 compounds, 0.14% hits; AID 1706; in the data active means inhibition above about 12%
CCHF vOTU inh = CCHFV vOTU protease inhibition. Pep-AMC fluorescence. inhibition, % at 11.5 µM. 370,000 compounds, 0.55% hits. AID 651958; in the data active means inhibition above about 30%; further: 0% = vehicle wells with enzyme and 100% = no enzyme wells
TcdB GH inh = blocks C. difficile toxin B glycohydrolase activity; TcdB glycohydrolase enzymatic assay, plate reader; inhibition, % at 9.99 µM; 350,000 compounds, 0.24% hits; AID 652162; in the data active means inhibition above about 10%
DUSP3 inh = inhibitors of human VHR1 phosphatase (DUSP3) | P51452 | recombinant VHR phosphatase, pNPP absorbance | inhibition, % at 13.3 µM | 290,000 compounds, 0.52% hits; in the data active means inhibition above about 50%; further: some compounds called inactive have numbers as strong as hits
Target sequence (P51452 whole entry, looked up): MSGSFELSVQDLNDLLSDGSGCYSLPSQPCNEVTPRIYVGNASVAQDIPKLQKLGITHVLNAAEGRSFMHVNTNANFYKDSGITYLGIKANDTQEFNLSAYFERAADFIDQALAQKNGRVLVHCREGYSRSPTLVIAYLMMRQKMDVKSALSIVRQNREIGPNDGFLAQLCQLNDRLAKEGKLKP
PriA SSB inh = K. pneumoniae PriA-SSBct interaction inhibition. AlphaScreen SSBct-PriA binding, biotinylated peptide. inhibition, % at 33 µM. 430,000 compounds, 0.6% hits; in the data active means inhibition mostly above about 37%, no sharp cut-off; inactive means mostly below about 20%;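 further: plate controls were negative control peptide for no effect and reference peptide for full effect; strong numbers were not always called active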
Anthrax LF prot = anthrax lethal factor protease inhibition; 360,000 compounds, 0.12% hits; multiplex microsphere protease cleavage assay, LF; P15917; inhibition, % at 10 µM; AID 588501; further: plate controls were buffer without enzyme for full effect and enzyme alone for no effect
Target sequence (P15917 whole entry, looked up): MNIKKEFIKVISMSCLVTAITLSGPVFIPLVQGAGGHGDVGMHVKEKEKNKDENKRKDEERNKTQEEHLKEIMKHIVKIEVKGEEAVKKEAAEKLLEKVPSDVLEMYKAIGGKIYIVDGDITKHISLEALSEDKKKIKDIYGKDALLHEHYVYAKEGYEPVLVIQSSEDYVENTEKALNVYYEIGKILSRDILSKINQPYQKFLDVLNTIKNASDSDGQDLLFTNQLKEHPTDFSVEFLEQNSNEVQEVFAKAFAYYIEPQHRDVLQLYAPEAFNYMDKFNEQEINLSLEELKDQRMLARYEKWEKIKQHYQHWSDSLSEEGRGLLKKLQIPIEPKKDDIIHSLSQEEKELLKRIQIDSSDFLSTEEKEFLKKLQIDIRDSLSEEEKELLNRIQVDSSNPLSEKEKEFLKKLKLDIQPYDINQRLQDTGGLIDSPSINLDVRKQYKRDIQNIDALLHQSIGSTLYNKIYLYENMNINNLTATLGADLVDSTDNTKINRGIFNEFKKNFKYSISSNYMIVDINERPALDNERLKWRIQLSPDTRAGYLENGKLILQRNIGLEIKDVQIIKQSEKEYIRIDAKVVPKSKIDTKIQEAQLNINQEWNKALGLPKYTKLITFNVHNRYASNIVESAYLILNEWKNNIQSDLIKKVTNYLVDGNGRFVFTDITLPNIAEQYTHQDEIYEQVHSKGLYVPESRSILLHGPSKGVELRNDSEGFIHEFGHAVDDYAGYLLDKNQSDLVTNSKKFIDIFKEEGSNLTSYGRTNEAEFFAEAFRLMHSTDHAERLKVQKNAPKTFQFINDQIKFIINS
* marks the source's active call; other numbers are inactive results; i = inactive; ? = inconclusive; nt = no result given; & = joins results of further samples. Unless noted, no stated cut-off is given here; in the data, active means inhibition above about 30%; inconclusive means no clear call, values can overlap the other calls; inactive means below that.

Values in the order: Yp Topo-I inh	BoNT-A LC inh2	Vc quorum ag	PfHsp40 yeast	3CLpro inhibitor	CCHF vOTU inh	TcdB GH inh	DUSP3 inh	PriA SSB inh	Anthrax LF prot
> O=C(N[C@@H]1C[C@H]2CC[C@@H]1C2)c1ccco1
    4	0.1	-0.2	-0.8	4	13	0.7	44	-16	-1
> CCCCC[C@@H](C)N1C[C@@H](COCc2ccccc2)Oc2cc(N3CCC[C@H]3COC)ccc2S1(=O)=O
    nt	1.1	nt	nt	nt	24	1.0	nt	nt	8
> C/C(CC(=O)NC(C)C)=N\NC(=O)C(c1ccccc1)c1ccccc1
    -6	-0.1	-0.3	1.0	7	1	-0.3	16	nt	-3
> CCOC(=O)c1c(NC(=O)CCC(=O)N(CC)CC)sc2c1CC(C)(C)OC2
    -4	0.4	-0.6	0.8	-5	-2	0.0	-7	7	2
> O=C(c1ccc(S(=O)(=O)Cc2cc(F)ccc2F)c([N+](=O)[O-])c1)N1CCOCC1
    -2	0.1	-6.1	nt	nt	16	0.5	nt	nt	-2
> O=C1C2C(c3ccccc3)CC=CC2[C@H](c2ccc(C(F)(F)F)cc2)N1Cc1ccccc1 (stereo partly specified)
    7	-0.1	-0.6	-0.2	nt	12	0.3	-1	4	-3
> O=C(c1ccco1)N1CC2(CC(c3ccc(Cl)cc3)=NO2)CN1Cc1ccc(Br)cc1 (stereo unspecified)
    7	-0.1	-0.2	nt	nt	-4	0.0	nt	nt	-2
> Cc1c(C(Nc2ccccn2)c2ccc(Cl)cc2)c(=O)n(-c2ccccc2)n1C (stereo unspecified)
    8	-0.7	i	-0.3	0	10	nt	18	6	3
> O=C(NC1CC1)C1CCN(S(=O)(=O)c2cc([N+](=O)[O-])ccc2Cl)CC1
    -5	-6.5	i	0.0	nt	4	0.0	nt	10	0
> O=C(c1ccc(F)cc1)c1cn(Cc2ccc(F)cc2)c2cc3c(cc2c1=O)OCCO3
    24	-0.7	-0.3	-1.4	-1	9	0.5	0	115*	2
> O=C(CN(C(=O)c1csnn1)c1ccc(Br)cc1)NC1CCCCC1
    -2	-1.8	-0.9	0.2	-1	0	0.6	17	-1	1
> O=C(Nc1ccc(N=Nc2ccccc2)cc1)c1ccccc1Cl
    -6	-0.4	-0.3	-0.6	1	5	nt	5	33&29	-1
> O=C(COC(=O)c1cc(S(=O)(=O)N2CCc3ccccc3C2)ccc1Cl)NCc1ccco1
    -3	0.3	0.0	-0.5	1	4	nt	40	-7	-2
> Cc1ccc(NNC(=O)c2ccno2)c(C)c1
    0	nt	-0.5	8.2	3	3	-13	-15	-1	nt
> Cc1nc(NC(C)(C)CO)c([N+](=O)[O-])cc1[N+](=O)[O-]
    -5	0.4	-0.2	0.3	-2	15	1.1	-3	15	-1
> CCOc1ccc(S(=O)(=O)Nc2cccc(C(=O)NCC(c3ccc(OC)cc3)N3CCOCC3)c2)cc1 (stereo unspecified)
    -1	0.0	i	2.0	-5	15	-0.8	4	2	-1
> Cc1c(/C=N/NC(=O)c2cccnc2)cc(C#N)n1C
    1	-1.0	-0.4	-0.6	1	3	0.6	21	nt	-3
> CCCCn1nnnc1C(CCc1ccccc1)N1CCC(n2c(=O)[nH]c3ccccc32)CC1 (stereo unspecified)
    nt	-0.3	nt	nt	nt	2	1.6	nt	nt	-4
> O=C(COC(=O)c1ccc(NS(=O)(=O)c2ccc(F)c(F)c2)cc1)NCC1CCCO1 (stereo unspecified)
    -6	-0.8	-0.1	1.6	0	1	1.2	7	-10	-1
> CC1CCCC(C)N1C(=O)COc1ccc(C(=O)Nc2ccccc2N2CCOCC2)cc1 (stereo unspecified)
    5	-0.1	i	0.9	-4	-10	0.8	22	0	8
> COc1ccc(CNC(=O)N2CCN(c3ccccc3)CC2)cc1
    7	-1.3	-0.8	0.0	-9	2	1.3	-3	-8	3
> CCOC(=O)c1cnc(-c2ccccc2)[nH]c1=O
    3	-0.3	i	-1.9	1	8	nt	18	-3	-7
> O=C(O)C1CCN(C(=O)CCN2C(=O)S/C(=C\c3ccccc3)C2=O)CC1
    -1	-3.4	-0.5	1.5	-1	-14	3.1	-17	-1	-6
> Cc1ccc(NC(=O)c2ccc(-n3cncn3)c([N+](=O)[O-])c2)cc1F
    -7	-1.6	i	0.8	nt	1	0.8	nt	-10	3
> O=C(O)C(Cc1ccccc1)NC(=O)C(c1ccccc1)c1ccccc1 (stereo unspecified)
    4	-0.4	-7.8	0.7	-3	-3	1.5	2	2	6
> c1ccc2c(c1)ccc1nnc(-c3ccc4c(c3)OCO4)n12
    -4	-0.1	-0.2	1.1	0	-8	nt	-6	-1	-9
> C/C(=N\NC(=O)CCCNc1ccccc1)c1ccncc1
    -1	-0.3	-0.2	-1.0	-2	-3	0.3	7	nt	-2
> O=C(COc1cccc(F)c1)Nc1ccc2[nH]c(=O)[nH]c2c1
    -1	-0.6	-0.3	-0.5	5	-1	-0.1	24	-7	-3
> Fc1ccc(NC(=S)Nc2ccc(F)c(Cl)c2)cc1Cl
    -12	-1.3	7.7	-1.8	-2	nt	nt	10	-6	-5
> COc1ccc(S(=O)(=O)N(C)CC(=O)Nc2ccc3c(c2)OCCO3)cc1
    4	-3.9	i	-0.3	nt	19	-2.2	nt	-16	-5

(further entries)
Values in the order: Yp Topo-I inh	BoNT-A LC inh2	Vc quorum ag	PfHsp40 yeast	3CLpro inhibitor	CCHF vOTU inh	TcdB GH inh	DUSP3 inh	PriA SSB inh	Anthrax LF prot
> Cc1ccc(NC(NC(=O)c2ccccc2[N+](=O)[O-])C(Cl)(Cl)Cl)cc1 (stereo unspecified)
    6	-0.7	3.8	-3.1	-2	-10	nt	-2	4	0
> CCOc1ccc(N=c2cc(-c3ccc(OC)cc3)oc3ccccc23)cc1
    1	-2.2	1.5	-0.8	5	-16	-0.1	-8	39*	-14
> CSc1ccc(/C=C/C(=O)OCC(=O)c2ccc[nH]2)cc1
    8	-0.5	-0.7	-0.9	nt	9	1.3	nt	4	-6
> COc1ccc(-c2cc3c(=O)n(CC(=O)NCc4ccc(C)cc4)ncn3n2)cc1
    3	-0.6	-1.6	-1.1	0	-3	1.3	-6	-8	1
> O=C(NCc1cccs1)C(=O)c1c[nH]c2ccccc12
    1	-0.3	i	0.2	-2	4	0.8	4	-15	-1
> CC(C(=O)NN)n1nnc(N2CCOCC2)n1 (stereo unspecified)
    -4	0.0	-1.1	-0.6	0	10	-4.6	10	3	-5
> Cc1cc(C)c(C(=O)COC(=O)CNC(=O)c2ccccc2C)c(C)c1
    18	0.5	-0.3	0.3	nt	0	6.0	nt	-3	4
> OCC1CCCCN1C(=S)Nc1cccc(Cl)c1 (stereo unspecified)
    -7	0.2	i	0.0	3	-2	-0.6	2	-11	-1
> CSc1cccc(NC(=O)C2CCCN2S(=O)(=O)c2ccc3c(c2)CCC(=O)N3)c1 (stereo unspecified)
    -2	3.0	-0.2	0.3	0	7	nt	-13	10	0
> COc1ccc(C)cc1S(=O)(=O)N1CCCCC1
    -4	0.2	-0.7	0.2	2	1	nt	13	4	2
> CCc1ccc(NC(=O)CSc2nnc(CC)c(CC)n2)cc1
    9	0.2	nt	-1.3	-2	12	nt	40	4	-9
> C[C@H](O)Cc1cn(-c2cc3cc(C#Cc4ccsc4)ccc3oc2=O)nn1
    -2	0.0	-0.3	-1.9	nt	-7	1.1	nt	-11	0
> Cc1ccc(NC(=O)Cn2c(O)c(N=NC(N)=O)c3ccccc32)cc1
    0	-0.1	i	1.0	0	0	0.7	21	4	-2
> CC1CCCCN1Cc1c(O)ccc2c(=O)c(-c3ccc(Cl)cc3Cl)coc12 (stereo unspecified)
    9	-0.9	i	-1.1	-3	-81	-0.2	-8	7	8
> CSc1ncc(C(=O)Nc2cc(C)ccc2C)c(C)n1
    4	1.1	0.8	1.3	0	1	-0.8	61	-5	-8
> CCN1C(Nc2ccccc2)=NC[C@@H]1CC(C)C
    -8	-0.2	-4.5	-1.5	-2	1	-0.8	32	0	-5
> CC(C)CC(=O)Nc1ccc(C(=O)COC(=O)C2CCC2)cc1
    1	0.9	-1.6	-1.8	7	3	0.2	10	0	-4
> CCOC(=O)c1cc(-c2ccccc2)sc1NC(=O)C(C)(C)C
    1	0.1	-1.1	-0.6	-3	2	nt	3	-7	4
> Nc1c(C(=O)c2ccc(F)cc2)oc2ccccc12
    12	-3.4	i	0.4	0	-16	nt	18	-20	-1
> Cc1nnc(SCC(=O)N(C)CC(=O)Nc2ccc(F)cc2)n1Cc1ccccc1
    11	-0.8	-0.3	-1.4	4	2	1.7	6	2	-4
> C=CCSC1=C(C#N)C(c2ccccc2OCC)C(C#N)C(=O)N1 (stereo unspecified)
    -7	-0.1	i	-0.7	-2	11	nt	30	-20	-1
> CCCc1nc(N)sc1C(=O)OCC
    7	0.6	0.6	0.1	-4	1	nt	24	-17	1
> CCN(CC)c1ccc(S(=O)(=O)N2CCOCC2)cc1NC(=O)CSc1nnc(N)s1
    30	1.4	-1.4	-0.8	nt	-6	6.1	nt	-8	0
> COc1ccc2nc(-c3ccccc3)cc(C(=O)OCC(=O)N3CC(C)OC(C)C3)c2c1 (stereo unspecified)
    17	2.7	i	0.6	nt	-103	-2.0	nt	-11	1
> COc1ccc(/C=N/n2c(C)nc3sc(C)c(C)c3c2=O)cc1
    1	8.3	-0.6	nt	1	-1	1.1	-1	i	?
> COc1cccc(-n2c(SCC(=O)NC3CCS(=O)(=O)C3)nc3ccccc3c2=O)c1 (stereo unspecified)
    -1	-0.3	-0.3	-0.6	nt	0	1.9	nt	-1	-2
> Cc1nn(-c2ccccc2)c(C)c1/C=C/C(=O)OCC(=O)Nc1ccc(S(N)(=O)=O)cc1
    21	4.8	2.5	1.0	nt	13	0.5	nt	8	4
> CC(C)(C)N1C(=O)[C@H]2[C@@H](c3ccc(Br)cc3)N3C(=O)N(c4cccc(Cl)c4)C(=O)[C@@]3(Cc3ccccc3)[C@H]2C1=O
    -5	0.0	i	-2.2	nt	-6	-0.9	nt	-4	-6
> CCN(CC)C(=O)CSc1nnc(-c2ccc(S(=O)(=O)N3CCCC3)cc2)o1
    2	?	-1.4	0.4	-1	-2	nt	31	0	-1
> Cc1nnc(NC(=O)CSc2nnc(-c3ccc(S(=O)(=O)N4CCCC4)cc3)n2C)s1
    10	-1.1	-2.0	0.0	2	-6	nt	8	-3	0

Continuation.
Values in the order: Yp Topo-I inh	BoNT-A LC inh2	Vc quorum ag	PfHsp40 yeast	3CLpro inhibitor	CCHF vOTU inh	TcdB GH inh	DUSP3 inh	PriA SSB inh	Anthrax LF prot
> CN(CC(=O)NCc1cccs1)CC(=O)Nc1ccccc1Cl
    -3	0.2	-1.4	nt	nt	6	0.7	nt	nt	3
> C/C=C(\C)C(=O)N[C@@H](c1ccccc1)[C@@H](O)C(=O)O[C@H]1C[C@@]2(O)[C@@H](OC(=O)c3ccccc3)C3[C@](C)(C(=O)[C@H](O)C(=C1C)C2(C)C)[C@@H](O)C[C@H]1OC[C@@]31OC(C)=O (stereo partly specified)
    18	0.3	-0.1	-1.1	2	-1	1.1	33	-9	-1
> C[C@H](CO)N1C[C@H](C)[C@@H](CN(C)S(=O)(=O)c2ccccc2F)OCc2cnnn2CCCC1=O
    3	-0.1	-0.4	nt	nt	-5	0.7&-0.1	nt	nt	-3
> O=S(=O)(Nc1cccnc1Cl)c1ccc2c(c1)OCCO2
    4	?	8.0	-0.8	4	-15	-1.3	21	-34	-2
> O=C(COC(=O)c1ccccc1O)NC(c1ccccc1)c1ccccc1
    2	0.7	i	1.2	nt	1	0.2	nt	-7	2
> Cc1nn(CC(=O)Nc2ccc(Cl)cc2Cl)c(=O)c2ccccc12
    0	-1.7	-1.2	2.9	0	2	1.8	0	-8	-4
> CCOc1ncccc1C(=O)OCC(=O)c1ccc(OC)c(OC)c1
    18	-0.5	-0.3	1.3	0	3	0.9	3	-7	0

Only part of the results is shown, so the mix of outcomes need not match the whole.
